Screens as filed in PubChem.
AddAB inh: growth inhibition of E. coli expressing H. pylori AddAB, primary screen, AddAB inhibitor project, absorbance | inhibition, % at 11.9 µM | 330,000 tested, 0.29% active | AID 435030, 2010; in the data active = inhibition above about 12%;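 note: 0% = vehicle wells of infected cells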
OPRM1-OPRD1 inv: inverse agonists of MOR-DOR heterodimerization, primary screen, cell-based, luminescence; Mu-type opioid receptor (Homo sapiens) + Delta-type opioid receptor (Homo sapiens), …; inhibition, % at 9.3 µM; cell-based MOR-DOR heterodimer luminescence, inverse agonism; AID 504357, 2011; 340,000 tested, 0.21% active; in the data active = inhibition above about 22%, passing the limit was not always enough;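 note: 0% = cells with DMSO and 100% = wells without cells with DMSO; values of inactives mirror those of a sister screen read the other way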
Target sequence (P35372 whole entry, looked up): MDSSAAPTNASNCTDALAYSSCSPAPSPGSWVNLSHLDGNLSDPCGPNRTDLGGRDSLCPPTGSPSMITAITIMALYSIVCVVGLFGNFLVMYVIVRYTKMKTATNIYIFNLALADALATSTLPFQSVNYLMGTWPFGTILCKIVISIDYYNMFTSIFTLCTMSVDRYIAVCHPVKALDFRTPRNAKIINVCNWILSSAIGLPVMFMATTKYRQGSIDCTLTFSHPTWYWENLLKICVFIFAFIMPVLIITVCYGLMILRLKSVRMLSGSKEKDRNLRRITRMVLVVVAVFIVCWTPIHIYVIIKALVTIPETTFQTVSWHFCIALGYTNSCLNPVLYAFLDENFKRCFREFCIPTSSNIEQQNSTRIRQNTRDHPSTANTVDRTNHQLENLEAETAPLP
Target sequence (P41143 whole entry, looked up): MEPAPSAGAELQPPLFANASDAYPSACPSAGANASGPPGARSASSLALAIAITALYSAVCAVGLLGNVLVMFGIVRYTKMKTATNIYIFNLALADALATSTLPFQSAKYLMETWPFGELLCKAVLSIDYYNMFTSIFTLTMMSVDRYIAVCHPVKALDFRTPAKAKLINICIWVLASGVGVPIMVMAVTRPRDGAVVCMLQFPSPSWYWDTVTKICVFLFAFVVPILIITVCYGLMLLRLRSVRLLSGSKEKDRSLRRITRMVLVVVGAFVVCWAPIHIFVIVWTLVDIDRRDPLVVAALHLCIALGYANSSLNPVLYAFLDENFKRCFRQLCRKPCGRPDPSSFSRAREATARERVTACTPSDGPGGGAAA
PKA-R1A activ: activators of PKA-R1A holoenzyme, primary screen, biochemical, fluorescence polarization, Cy5-IP20, bovine R1A, mouse PKAc | activation, % at 11.4 µM | 340,000 tested, 0.083% active | PKA-R1A dissociation; scaled: DMSO 0%, 113 µM cGMP 100%;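 active = percent activation above the mean of all tested compounds plus 3 SD, cut at about 19% in these data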;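 note: higher means more PKAc released from R1A so a rise in polarization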
MOR-DOR ag: agonists of OPRM1-OPRD1 heterodimerization, primary screen, cell-based, luminescence. cells. 340,000 tested, 0.3% active. Mu-type opioid receptor (Homo sapiens) + Delta-type opioid receptor (Homo sapiens), …. activation, % at 9.3 µM; in the data active = activation above about 18%;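 note: 0% = vehicle-treated cells and 100% = reference agonist; values of inactives mirror those of a sister screen read the other way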
HTR5A inv ctr: HTR5A inverse agonists in luminescence cell assay, primary screen, counter-screen for OPRM1-OPRD1 heterodimer inverse agonist project, full-deck HTS. HTR5A cell line, inverse agonism. inhibition, % at 9.3 µM. 340,000 tested, 0.083% active. AID 504634, 2011; in the data active = inhibition mostly above about 23%, no sharp cut-off; inactive = mostly below about 18%;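 note: 0% = cells with DMSO and 100% = no-cell wells with DMSO; some compounds called inactive have numbers as strong as hits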
Tat export inh: E. coli Tat export inhibitors, primary screen, MC4100, TorA-mCherry reporter, fluorescence, single point; inhibition, % at 10 µM; AID 488895, 2010; 340,000 tested, 0.036% active;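 active = mean replicate inhibition at least 50% and at least half of replicates individually reaching 50%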;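 note: exported cargo escapes ClpAP degradation while cytoplasmic cargo is degraded and loses fluorescence; 0% = median of neutral control wells and 100% = median of NaSCN control wells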
Mot1-301 SUMO: yeast Mot1-301 growth rescue at high temperature, primary screen, SUMOylation pathway inhibitor project, S. cerevisiae, ATP luminescence, 38.5C | S. cerevisiae Mot1-301 growth rescue; percent above DMSO median, 100 means doubled | growth rescue, % at 18.8 µM | 320,000 tested, 1% active | AID 2716, 2010;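 active = every valid replicate shows activation above 250% relative to neutral control wells; inactive = the rest, any valid replicate at or below 250%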;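 note: OY570 slx delta 5 strain wells were the positive control but not used for scaling; some compounds called inactive have numbers as strong as hits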
E coli growth: E. coli V3065 growth inhibition, primary screen, counter-screen for AddAB inhibitor project, absorbance, OD600. 18 h. inhibition, % at 11.9 µM. 330,000 tested, 0.27% active. AID 449728, 2010;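 active = inhibition above the campaign's mean inhibition across all tested compounds plus 3 SD, cut at about 9.9% in these data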;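 note: uninfected addAB+ strain grown without phage in ampicillin broth; 0% = DMSO wells and 100% = ciprofloxacin 0.95 µg/ml wells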
PKA-R2B act: activators of PKA-R2B holoenzyme, primary screen, biochemical, fluorescence polarization, Cy5-IP20, human | cAMP-dependent protein kinase catalytic subunit beta (Homo sapiens) + cAMP-dependent … | PKA-R2B holoenzyme dissociation; R2B truncated from residue 108, S112A mutant; 0% DMSO only, 100% 113 µM cGMP | activation, % at 11.4 µM | 340,000 tested, 0.079% active | AID 504700, 2011;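 active = activation above a cutoff set at the mean over all compounds plus 3 SD, cut at about 18% in these data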;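 note: higher means more holoenzyme dissociation and a rise in polarization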
PfHsp90 set2: growth inhibition of PfHsp90-expressing yeast, primary screen, antimalarial PfHsp90 inhibitor project, S. cerevisiae, BacTiter-Glo luminescence, single point, set 2. BacTiter-Glo ATP, 48 h; yeast lacking PDR1 and PDR3 efflux regulators. inhibition, % at 9.4 µM. 310,000 tested, 0.32% active. AID 504621, 2011;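 active = every replicate shows inhibition above about 80%, whatever the replicate mean, limit read from the data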;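 note: 0% = DMSO neutral controls and 100% = 20 µM radicicol positive controls; yeast relying on Plasmodium falciparum Hsp90 in place of its own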
phage Ecoli inh: growth loss of phage-infected E. coli, primary screen, RecBCD inhibitor project, absorbance, with phage, HTS; inhibition, % at 11.9 µM; 360,000 tested, 0.26% active; in the data active = inhibition above about 11%
An asterisk follows results filed as active; · = no result given.

SMILES	AddAB inh	OPRM1-OPRD1 inv	PKA-R1A activ	MOR-DOR ag	HTR5A inv ctr	Tat export inh	Mot1-301 SUMO	E coli growth	PKA-R2B act	PfHsp90 set2	phage Ecoli inh
COc1ccc(-c2cc(C(F)F)n3ncc(C(=O)N4CCCCC4)c3n2)cc1	2.1	-25	-11	4.0	-7	0	·	-0.4	-2	-11	0.6
COc1cc(NC(=O)COC(=O)c2ccc(C)c(S(=O)(=O)N3CCCCC3)c2)c(C)cc1[N+](=O)[O-]	2.1	-4	3	0.8	1	-6	221	0.2	-11	8	1.7
Cc1ccccc1C(=O)Nc1nnc(-c2ccc(F)cc2)o1	4.2	-2	-1	0.3	12	4	5	-4.4	0	-39	-3.0
C/C=C(\C)C(=O)NCCN1C2=NC[C@H](C(C)C)N2C[C@H]1Cc1ccc(O)cc1	3.9	13	-9	-2.2	-11	8	142	-0.3	0	2	2.8
Cc1ccc2oc(=O)cc(CN3CCN(Cc4ccccc4)CC3)c2c1	-1.1	8	-12	-1.7	-6	-8	-10	0.5	0	5	0.9
O=C(CCNC(=O)c1ccc(Br)cc1)NCCCSc1ccccc1	0.0	6	5	-1.0	24	-3	-4	2.7	7	·	1.1
O=C(CS(=O)c1ccccc1[N+](=O)[O-])Oc1ccc(Br)cc1 (centres undefined)	-0.6	0	-8	0.0	10	-6	156	-0.6	-9	10	2.1
O=C(CSc1nc(-c2ccccc2)c(-c2ccccc2)[nH]1)N1CCN(S(=O)(=O)c2ccccc2)CC1	-2.8	-9	-13	1.7	-20	-3	-3	-3.1	3	-56	1.4
O=CNCCCc1nc2ccccc2n1Cc1ccccc1	0.6	18	-1	-3.5	-15	-7	11	1.7	0	-2	2.0
CC(C)c1nnc(NC(=O)CCC(=O)N2CCN(Cc3ccccc3)CC2)s1	1.8	18	-4	-3.0	12	-8	107	-2.6	-6	0	0.2
CCc1ccc2[nH]c(=O)c(C(c3nnnn3CC3CCCO3)N3CCN4CCCC4C3)cc2c1 (centres undefined)	0.3	11	5	-1.9	1	3	-11	1.2	-12	-48	1.0
Cc1ccc(C)c(-n2c(SCC(=O)O)nc3sc4c(c3c2=O)CCCC4)c1	-4.6	-20	-2	2.5	-8	24	-17	-0.1	-7	-2	3.6

4 compounds out of the list above, ordered by the number in Mot1-301 SUMO, ascending:
SMILES | OPRM1-OPRD1 inv | PKA-R1A activ | MOR-DOR ag | Tat export inh | Mot1-301 SUMO | PKA-R2B act | phage Ecoli inh
Cc1ccc(C)c(-n2c(SCC(=O)O)nc3sc4c(c3c2=O)CCCC4)c1 | -20 | -2 | 2.5 | 24 | -17 | -7 | 3.6
CC(C)c1nnc(NC(=O)CCC(=O)N2CCN(Cc3ccccc3)CC2)s1 | 18 | -4 | -3.0 | -8 | 107 | -6 | 0.2
C/C=C(\C)C(=O)NCCN1C2=NC[C@H](C(C)C)N2C[C@H]1Cc1ccc(O)cc1 | 13 | -9 | -2.2 | 8 | 142 | 0 | 2.8
COc1cc(NC(=O)COC(=O)c2ccc(C)c(S(=O)(=O)N3CCCCC3)c2)c(C)cc1[N+](=O)[O-] | -4 | 3 | 0.8 | -6 | 221 | -11 | 1.7

Additional structures follow:
SMILES	AddAB inh	OPRM1-OPRD1 inv	PKA-R1A activ	MOR-DOR ag	HTR5A inv ctr	Tat export inh	Mot1-301 SUMO	E coli growth	PKA-R2B act	PfHsp90 set2	phage Ecoli inh
O=C(CSc1nc(NS(=O)(=O)c2ccccc2)cc(=O)[nH]1)Nc1cccc(C(F)(F)F)c1	·	2	-6	-0.3	7	2	·	·	7	-34	-1.7
O=C(NCc1ccc2c(c1)OCO2)c1ccc(S(=O)(=O)N2CCCCC2)cc1	1.0	11	0	-2.2	8	-2	-2	1.7	5	·	0.6
Cc1ccc(C(=O)C(OC(=O)CN2C(=O)c3ccccc3C2=O)c2ccccc2)cc1 (centres undefined)	0.3	21	-5	-4.2	2	3	38	0.7	1	-52	2.0
O=C(Oc1ccccc1)c1cc2ccccc2oc1=O	-1.5	0	-2	0.0	-51	-28	14	-1.2	5	·	3.2
COc1ccc(N2C(=O)C3CCCN3C2c2cc(OC)c(OC)cc2OC)cc1 (centres undefined)	6.7	18	-5	-3.6	5	-2	2	-1.2	1	-2	1.4
Cc1nn2c(=S)[nH]nc2[nH]c1=O	4.4	4	7	-0.7	6	3	-8	0.6	2	33	5.8
CC(=O)N1CCN(c2ccc(NC(=O)c3ccc(Cl)c([N+](=O)[O-])c3)cc2)CC1	-0.6	6	7	-1.2	-12	1	-2	-1.4	4	-34	2.0
Cc1c(C(=O)N2CCC2)oc2ccc(Cl)cc12	2.2	20	0	-3.7	13	12	67	-0.6	-1	·	3.2
CCN1CCN(C(=O)C2CCN(S(=O)(=O)c3ccc(SC)cc3)CC2)CC1	0.1	-8	-10	0.9	-4	7	-10	-2.6	0	-1	0.0
CC(C)Cn1c(SCC(=O)Nc2cccc(S(N)(=O)=O)c2)nc2ccccc2c1=O	0.4	-1	1	0.3	-12	1	·	0.6	-2	-4	2.0
Cc1cc(C)n(-c2nc3c(c(=O)[nH]c(=O)n3C)n2CC(O)COc2ccccc2)n1 (centres undefined)	0.7	12	-16	-2.7	-11	-11	0	-0.7	1	41	2.7
CCOC(=O)C1(CCOc2ccccc2)CCN(S(=O)(=O)N(C)C)CC1	-1.4	6	4	-1.3	-12	-19	8	0.6	16	0	3.2

Single records (already shown). Screens in order: AddAB inh	OPRM1-OPRD1 inv	PKA-R1A activ	MOR-DOR ag	HTR5A inv ctr	Tat export inh	Mot1-301 SUMO	E coli growth	PKA-R2B act	PfHsp90 set2	phage Ecoli inh
`O=C(CS(=O)c1ccccc1[N+](=O)[O-])Oc1ccc(Br)cc1` (centres undefined) is listed as -0.6	0	-8	0.0	10	-6	156	-0.6	-9	10	2.1
`CC(C)c1nnc(NC(=O)CCC(=O)N2CCN(Cc3ccccc3)CC2)s1` is listed as 1.8	18	-4	-3.0	12	-8	107	-2.6	-6	0	0.2

Later entries
SMILES	AddAB inh	OPRM1-OPRD1 inv	PKA-R1A activ	MOR-DOR ag	HTR5A inv ctr	Tat export inh	Mot1-301 SUMO	E coli growth	PKA-R2B act	PfHsp90 set2	phage Ecoli inh
COc1cccc(CN(C)C(=O)c2ccc3c(=O)n4c(nc3c2)CCC4)c1	-4.3	3	2	-0.5	7	-1	-1	-1.9	4	·	0.9
CCC(C)Nc1nc(N)c([N+](=O)[O-])c(N2CCCCCC2)n1 (centres undefined)	-1.9	7	8	-1.4	-1	-3	62	-0.6	12	9	0.0
CCC(=O)Nc1c(-c2ccc(OC)cc2)c(=O)c2ccccc2n1C	1.6	-9	2	1.5	4	5	-3	0.6	0	-65	0.5
COc1ccc(CNC(=O)Nc2cccc(Cl)c2)cc1	·	15	-4	-2.7	-9	2	-11	·	-17	-8	·
Cc1[nH]c2ccccc2c1SCC(=O)N1CCCc2ccccc21	-0.8	-4	17	0.7	-3	8	-3	0.3	-2	-12	2.0
N#Cc1cnc(Nc2nc3ccccc3o2)nc1-c1ccccc1	1.6	27	1	-5.1	-12	11	-4	-0.8	9	-34	2.4
O=C(O)c1ccccc1OCC1CCCO1 (centres undefined)	3.8	13	8	-2.4	3	-6	1	1.4	-1	-21	1.8
CCC1CCc2sc(C(=O)NCc3ccccn3)cc2C1 (centres undefined)	-0.4	10	-11	-2.0	-8	-9	3	-0.8	-3	-9	3.7
Cn1cccc1CC(=O)NNC(=O)Nc1cccc(Cl)c1	-0.7	9	-1	-1.4	-6	-4	7	-3.6	0	4	3.0
COc1ccc(C(=O)NCN2CCN(c3ccccc3)CC2)cc1OC	4.3	5	-5	-1.4	-10	-2	-5	1.5	9	-7	2.4
Cc1ccnc(NC(=O)c2ccc(Cl)c(NC(=O)C(C)Oc3ccccc3)c2)c1 (centres undefined)	-1.0	-13	-7	2.2	-11	8	82	-1.6	-11	-25	0.2
O=C(C1=C[C@@H]2[C@H]3C(=O)N(c4cccc(Cl)c4)C(=O)[C@H]3[C@@H](C(=O)c3ccc(Cl)cc3)N2C=C1)c1ccccc1	1.8	-9	1	1.3	-6	-5	-1	0.3	-8	2	·
COc1ccccc1CNC(=O)CCCNC(=O)c1ccc(Cl)cc1	2.2	-14	-3	1.7	3	8	13	-3.3	-5	17	4.2
CC(C)(C#N)Cc1cc(CC(C)(C)C#N)cc(C(C)(C)C)c1	-0.8	-8	3	1.4	8	-14	3	1.8	-8	2	3.7
O=C(c1cccc(S(=O)(=O)Nc2ccccc2F)c1)N1CCN(c2ccccc2F)CC1	3.1	7	3	-1.3	-15	6	3	0.3	-7	-25	4.2
COc1ccccc1CCC(=O)Nc1ccc(C)cc1Cl	1.4	11	-12	-2.3	-6	31	10	-1.6	-5	·	0.9
S=C(NCCc1ccccc1)NCc1ccccc1Cl	3.9	9	-6	-1.8	-20	2	11	0.3	0	-13	5.0
CCC(=O)NC(=S)Nc1ccc(NC(=O)COc2ccc([N+](=O)[O-])cc2)cc1	0.1	-5	7	0.8	-15	2	30	-0.3	5	24	2.9
COc1ccccc1N1CCN(C(CNC(=O)c2ccco2)c2cccnc2)CC1 (centres undefined)	-0.8	8	-3	-1.5	-17	-6	-6	-1.4	-3	-4	3.0
COc1ccc(CCNC(=O)COC(=O)c2cnc(C)cn2)cc1	4.1	14	-3	-2.4	1	-4	5	3.2	1	-39	·
CCN(C(=O)COC(=O)c1cc(S(=O)(=O)N(C)C)ccc1Cl)C1CCS(=O)(=O)C1 (centres undefined)	-0.2	12	5	-1.9	-6	3	-11	-0.2	1	24	-2.4
CCCOc1ccccc1C1C(C(=O)OC)=CN(C(C)C)C=C1C(=O)OC	3.6	-2	2	0.4	-3	8	-34	-1.6	-5	20	2.7
CC(=O)Nc1ccc2c(c1)[nH]c(=O)c1ccccc12	·	14	1	-2.7	-13	-3	·	·	-1	4	2.0
Cc1nc(C)n(C(=O)N(c2ccccc2)c2ccccc2)n1	2.6	11	-1	-1.9	9	0	14	1.6	-4	-25	1.3
CCOC(=O)[C@H]1[C@H]2COc3ccc(Br)cc3[C@@H]2N2C(=O)CN(Cc3ccco3)C(=O)[C@@]12C	-0.5	8	-20	-1.4	19	-5	-2	-2.4	5	4	0.0
Cc1cccc(NC(=O)C2CCC(CNC(=O)[C@@H]3Cc4ccccc4CN3)CC2)c1 (some centres undefined)	3.1	6	4	-1.3	-15	16	-1	1.8	1	5	2.4
O=C(OCc1c(-c2ccccc2)ncc2ccccc12)c1cccs1	0.8	-22	-2	4.0	-5	2	47	-1.0	-5	-18	0.1
